Screening results deposited in PubChem by National Center for Advancing Translational Sciences (NCATS).
Mm-Cpn inhibitor: M. maripaludis TRiC chaperonin inhibition | 330,000 tested, 0.031% active | Potency, µM (doses to about 76.9 µM), for inactives: top-dose activity, negative = inhibition, usual class: inhibitors | purified Mm-Cpn ATPase, ADP Transcreener TR-FRET; active = well fitted inhibition curve with a large enough effect; inconclusive = small, poorly fitted or top-dose-only effect; note: nearly all actives have a fitted effect of over 80% in size
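ATP (10 uM final) was added to archaeal chaperonin (25 nM final) after 10 min exposure to test compound at 37°C; after 30 min further incubation, ADP was detected by competitive TR-FRET.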
* hit, by the source's call; ? = inconclusive; & = joins results of further samples; [ ] = dose if it differs, or a comment. % is set by controls: 0 for no effect and ±100 for the full control effect; potency is the fitted concentration of half-maximal effect. Some of the compounds tested. The share of hits here may be higher or lower than overall.

SMILES	Mm-Cpn inhibitor
Cc1nn(-c2ccccc2)c(C)c1-c1cc(C(=O)N/N=C/c2cccnc2)[nH]n1	-1%
COc1cccc(C2=CC(c3ccc(N(C)C)cc3)n3ncnc3N2)c1 (stereo not given)	-11%
COc1ccc(S(=O)(=O)NCc2ccc(C(=O)NCc3cccnc3)cc2)cc1	0%
CC(C)c1ccc(C2C3CSCC=C3C(C#N)=C(N)C2(C#N)C#N)cc1 (stereo not given)	-2%
COC(=O)Nc1nc2ccc(C(=O)c3ccc(F)cc3)cc2[nH]1	2%
O=C(c1ccc(N2CCN(C3CC(=O)N(c4ccc(F)cc4)C3=O)CC2)cc1)c1cccnc1 (stereo not given)	1%
CC(C)(Oc1ccc(-c2ccco2)cc1)C(=O)O	-3%
Cc1cc(NNC(=O)Nc2cccc(Cl)c2)nc2c1c(C)nn2C	1%
Cc1ccc(NC(=S)/C(=C(\[O-])c2ccc(C)c([N+](=O)[O-])c2)[n+]2ccccc2)cc1C	?
CCOc1ccc(-n2c(Cc3cc(=O)[nH]c(=O)[nH]3)nnc2SCc2cccnc2)cc1	-4%
CCCNc1ncnc2c1cnn2-c1ccc(OC)cc1	1%
Cn1c(=O)c(C(=O)Nc2cnccn2)c(O)c2ccccc21	0%
COc1ccc(CNc2cc(C)cc(C)c2)cc1OC	-2%
O=C(OCC(=O)N1CCN(c2ccccc2)CC1)c1cnc(Cl)c(Cl)c1	-1%
Cc1ccc(-c2nnc3c4ccccc4c(C)nn23)cc1NC(=O)CN1CCOCC1	-6%
COC(=O)c1cc(-c2ccccc2)sc1NC(=O)c1cc(C)on1	0%
CCCC[C@]12Cc3cc(OC)c(OC)cc3C(O1)C1=C(CC3(CCCCC3)OC1=O)O2	-2%[15.4 µM]
Cn1c2ccccc2n2c(=O)c(=O)n(CC(=O)N3CCCc4ccccc43)nc12	-2%
CCOc1cc(-c2ccc3c(c2)OCO3)cc(=O)c2c(C)oc(C)c12	-1%
O=C1NC(=O)[C@@H]2C3c4ccccc4C=CN3[C@H](C(=O)c3cccs3)[C@H]12 (stereo not given in full)	-1%

Reprinted from the part before: 4 entries, followed by the next part.
SMILES	Mm-Cpn inhibitor
CCCC[C@]12Cc3cc(OC)c(OC)cc3C(O1)C1=C(CC3(CCCCC3)OC1=O)O2	-2%[15.4 µM]
Cn1c2ccccc2n2c(=O)c(=O)n(CC(=O)N3CCCc4ccccc43)nc12	-2%
CCOc1cc(-c2ccc3c(c2)OCO3)cc(=O)c2c(C)oc(C)c12	-1%
O=C1NC(=O)[C@@H]2C3c4ccccc4C=CN3[C@H](C(=O)c3cccs3)[C@H]12 (stereo not given in full)	-1%
CCCCN(C(=O)c1cccc(-n2cccc2)c1)c1c(N)n(Cc2ccccc2)c(=O)[nH]c1=O	1%
c1csc(-c2nn3c(-c4ccncc4)nnc3s2)c1	0%
CN(C)CCNC(=O)C(=O)C1C(=O)Nc2ccccc21 (stereo not given)	1%
Cc1sc2nc(-c3cccs3)nc(N3CCCN(C)CC3)c2c1C	-3%
CCOCCCNC(=S)NCCCNc1nc2ccc(C)cc2cc1C#N	-3%
Cc1ccccc1Nc1nc(-c2sc(NC(=O)c3cccc(Cl)c3)nc2C)cs1	-15%
CC(=O)c1sc(-c2c(C)nc3sccn23)nc1C1CCCC1	-3%
CCCCCCN(C(=O)CCCCCN1C(=O)NC(c2ccc(-c3ccccc3)cc2)C(C(=O)OCc2ccccc2)=C1C)C(C(=O)NCCCC)c1cccc(C(=O)OC)c1 (stereo not given)	2%
Oc1ccc(N=Nc2ccc3c(c2)OCO3)c2ccccc12	-2%
CCCCC(CC)Cn1c2nc3ccccc3nc2c2c(=N)oc(C)nc21 (stereo not given)	-2%
CC(=O)c1ccc(-c2csc(N3CCC(C(N)=O)CC3)n2)cc1	1%&-1%
NCc1ccc(-c2nc3ccccc3o2)cc1	4%
C/C(=N\NC(=O)c1ccccn1)c1ccc(C(=O)O)s1	1%
COc1ccc(Nc2ccc3nnc(-c4ccc(Br)cc4)n3n2)cc1	-4%
Cc1ccc2nc(-c3ccccn3)cc(C(=O)NC3CCN(C)CC3)c2c1	-1%
O=C(Nc1ccccc1F)c1ccc(O)c2ncccc12	-1%
Cn1c(SCC(=O)NCc2ccccc2)nc2c([nH]c3ccccc32)c1=O	0%
CCOC(=O)c1c(NC(=O)CSc2nc3cc(Cl)ccc3s2)sc(C(C)=O)c1C	-26%
COc1ccc(NC(=S)N(C(C)C)C2CCN(C(C)C)CC2)cc1Cl	0%
COc1ccc(-c2nnc3sc(-c4ccccn4)nn23)cc1	0%
COc1cc(/C=C2/SC(=S)N(CC(=O)O)C2=O)ccc1OCC(=O)Nc1ccc(C)c(C)c1	1%
Cc1ccc(N(CCC(=O)Nc2nnc(C3CC3)s2)S(=O)(=O)c2ccccc2)cc1	3%
O=C1Nc2ccccc2C12OCCS2 (stereo not given)	-1%
O=C(Cn1c(COc2ccccc2)nc2ccccc21)Nc1cc(Cl)c(Cl)cc1Cl	1%
CCn1c(=N)c(S(=O)(=O)c2ccc(C)cc2)cc2c(=O)n3ccccc3nc21	0%
COc1ccc(-c2nsc3c(SCC(=O)Nc4cc(C)ccc4C)ncnc23)cc1	-5%
CCOC(=O)c1c(C)[nH]c(C(=O)Nc2ccc3c(c2)OCO3)c1C	-3%
CCN1CCN(c2ncnc3c2oc2nc(C(C)C)c4c(c23)CCC4)CC1	-1%
C=CCn1cnc2c(c1=O)c1nc3ccccc3nc1n2-c1ccc(C)cc1	0%
Cc1nc(NC(=O)c2ccc(Cl)cc2)sc1-c1csc(Nc2cccc(F)c2)n1	-9%
Cc1ccccc1NC(=O)c1c(O)c2cccc3c2n(c1=O)CCC3	-1%
O=C(O)/C(=C/c1ccco1)c1ccccc1	-3%
CCn1c(SCC(=O)N/N=C/C=C/c2ccccc2[N+](=O)[O-])nnc1-c1ccc(Cl)cc1	1%
CSc1nnc2n(Cc3ccccc3)c(=O)c3c4c(sc3n12)COC(C(C)C)C4 (stereo not given)	0%
Cc1ccc(N2C(=O)c3cccc4c(C(=O)O)ccc(c34)C2=O)cc1	-4%
CCc1nc(SCC#N)c(C#N)cc1C	-19%
COc1cccc(-c2nnc3sc(-c4ccc(C)cc4)nn23)c1	1%
CCC(C)n1c(-c2ccco2)nc2nc3ccccc3nc21 (stereo not given)	-4%
O=C(Nc1nc2ccc([N+](=O)[O-])cc2s1)c1ccco1	-7%
O=C1NC(=S)N/C1=C/c1ccc(-c2c(Br)cc([N+](=O)[O-])cc2Br)o1	-4%
COCc1cc(C)nc(OCC(=O)N/N=C/c2ccc(-c3cccc([N+](=O)[O-])c3)o2)c1C#N	0%
Cc1ccc2[nH]c3c(c2c1)CN(C(=O)CN1CCN(C(=O)c2ccco2)CC1)CC3	0%
COc1cc2c(cc1OC)C1O[C@](c3ccsc3)(C2)Oc2cc(C)n(Cc3ccccc3)c(=O)c21	-3%[15.4 µM]
Cc1ccc(CSCC(N)C(=O)O)cc1 (stereo not given)	-1%
COc1ccccc1-c1csc(-n2ncc(C#N)c2N)n1	0%
CCCNC(=O)c1[nH]c(C)c(C(=O)OCC)c1C	1%
O=C(O)CCc1cc(I)c(Oc2ccc(O)c(I)c2)c(I)c1	4%
O=C(CN1C(=O)c2ccccc2C1=O)Nc1nc(-c2cccc([N+](=O)[O-])c2)cs1	-5%
ClCC1=Nc2cccc3cccc(c23)N1	-26%
Cc1ccc(S(=O)(=O)Nc2ccc(-c3nc4cc(NS(=O)(=O)c5ccc(C)cc5)ccc4o3)cc2)cc1	-15%
CCOC(=O)Cc1nc2ccccc2o1	-2%
COc1ccc(C(CC(=O)N2CCN(c3ccccc3)CC2)c2c(OC)cc(OC)c3c(-c4ccccc4)cc(=O)oc23)cc1 (stereo not given)	-6%
O=[N+]([O-])c1cc(C(F)(F)F)ccc1N/N=C/c1cc2ccccc2nc1Cl	2%
O=C(Cc1ccc(Cl)cc1)NNC(=O)C1CC=CCC1C(=O)O (stereo not given)	0%
CCN(CC)c1ccc(/C=C/c2nc3ccccc3s2)cc1	-1%
Fc1ccc(/C=C2\CCCC3=C2NC(=S)NC3c2ccc(F)cc2)cc1 (stereo not given)	3%
CCn1c(SCC(=O)c2c(N)n(C)c(=O)n(C)c2=O)nnc1-c1ccccc1	2%
C=CCC(Nc1ccccc1)c1ccc(OC)c(OC)c1 (stereo not given)	0%
COc1cc(OC)cc(C(=O)Nc2cccc(-c3ccc4nncn4n3)c2)c1	-12%
CCCCOc1ccc(C(=O)NCCc2cccs2)cc1	-3%

Some of the entries above, set out differently.
| mol | Mm-Cpn inhibitor |
| --- | --- |
| COc1cc(OC)cc(C(=O)Nc2cccc(-c3ccc4nncn4n3)c2)c1 | -12% |
| Cc1ccc2[nH]c3c(c2c1)CN(C(=O)CN1CCN(C(=O)c2ccco2)CC1)CC3 | 0% |
| CCN(CC)c1ccc(/C=C/c2nc3ccccc3s2)cc1 | -1% |
| O=C(O)CCc1cc(I)c(Oc2ccc(O)c(I)c2)c(I)c1 | 4% |
| Fc1ccc(/C=C2\CCCC3=C2NC(=S)NC3c2ccc(F)cc2)cc1 (stereo not given) | 3% |

Additional structures.
SMILES	Mm-Cpn inhibitor
Cc1cc(NC(=O)Cn2c(=O)n(CCCCC(=O)NC3CCN(Cc4ccccc4)CC3)c(=O)c3ccccc32)n[nH]1	-3%
O=C(NS(=O)(=O)c1ccccc1Cl)c1ccc[nH]1	0%
CCCOc1ccc(/C(O)=C2/C(=O)C(=O)N(CCN(CC)CC)C2c2ccncc2)cc1 (stereo not given)	2%
CC(C)(C)c1ccccc1NC(=O)c1c(O)c2cccc3c2n(c1=O)CC3	-8%
COc1cc2[nH]c(C(=O)Nc3ccc(F)cc3)cc2c(OC)c1OC	0%
O=C1NN(c2ccc(Cl)c(Cl)c2)C(=O)/C1=C/c1cccc(OC(=O)c2cccs2)c1	0%
COCCCn1c2nc3ccccc3nc2c2c(=O)n(Cc3cccs3)cnc21	0%
Cc1ccc(CNC(=O)c2ccc3nc4[nH]c5ccccc5c4nc3c2)cc1	-8%
COc1ccccc1C(=O)NNC(=S)NC(=O)c1cccs1	2%
O=C(COC(=O)CC(c1ccccc1)c1ccccc1)Nc1ccc(F)c(F)c1	-1%
CC1CC(C)CN(CCCNC(=O)C2CCN(c3ncnc4c3sc3cccc(F)c34)CC2)C1 (stereo not given)	0%
Brc1ccc(-c2csc(N3CCCCC3)n2)cc1	3%
C/C(CCC(=O)OC[C@H]1O[C@H](C#Cc2ccccc2)C=C[C@@H]1Oc1ccc(C)cc1)=N\OC[C@@H](O)[C@H]1O[C@@H]2OC(C)(C)O[C@@H]2[C@H]1O	1%
N#Cc1ccc2c(c1)C[C@]1(c3ccsc3)OC3=C(C(=O)OC4(CCCCC4)C3)C2O1	-10%[15.4 µM]
CCOC(=O)c1cn(-c2ccc(F)c(F)c2)c2c(F)c(F)c(F)c(F)c2c1=O	-15%
Nc1ccn([C@@H]2CS[C@H](CO)O2)c(=O)n1	1%
CCCCNS(=O)(=O)c1ccc2nc(-c3cccs3)cc(C(=O)NCC(OC)OC)c2c1	-6%
N#C[C@H]1[C@H](c2ccccc2)[C@](C#N)(C(=O)c2ccccc2)[C@@H]2C=Cc3ccccc3N21	1%
CCC(=O)Nc1nc2n(n1)C(c1ccc(OC)cc1)C=C(c1ccccc1)N2 (stereo not given)	-18%
O=C(CNS(=O)(=O)c1ccc(Br)cc1)OCc1cc(=O)n2cc(Br)ccc2n1	-11%
C/C(CCN1CCCCc2nc(C)c(C)cc21)=N\OC[C@@H](O)[C@H]1O[C@@H]2OC(C)(C)O[C@@H]2[C@H]1O	-3%
CN1C(=O)COc2ccc(C(=O)c3oc4ccccc4c3-c3cnc4c(c3)COc3ccccc3-4)cc21	-1%
O=C(OCc1nc2ccccc2s1)[C@@H]1CCCN1S(=O)(=O)c1ccccc1F	0%
Cc1ccc2nc(-c3ccccc3)nc(SC(C)C(=O)NCc3cccs3)c2c1 (stereo not given)	-2%
Cc1cc(C)nc(S/C=C/C(=O)c2ccc(F)cc2)n1	0%
NC(=O)C1CCN(c2nc(-c3ccccc3)cs2)CC1	-3%
O=C(NCc1ccco1)c1cccn2c(=O)c3cc4ccccc4cc3nc12	-2%
Cc1nn(-c2ccccn2)c2c1C(c1c(F)cccc1Cl)C1=C(N2)c2ccccc2C1=O (stereo not given)	-2%
C/C(CCN1CCCCc2nc(C)c(C)cc21)=N\O[C@@H](C)CN1CCCCc2nc(C)c(C)cc21	-1%
Clc1ccc2nc(NC3=NCN(CCN4CCOCC4)CN3)nc(-c3ccccc3)c2c1	0%
O=c1c2cc(Br)cc(Br)c2oc2nc3n(c(=O)c12)CCCS3	-6%
COc1ccc2c(c1)C(=O)[C@@H](OC(=O)NCc1ccc3c(c1)OCO3)[C@H](c1ccc(OC)c(Br)c1)O2	-2%
C=CC[C@@H]1C=C[C@H](O/N=C/[C@@H](NS(=O)(=O)c2ccc(C)cc2)[C@H](C)/C=C/CC(=O)OC)[C@@H](CO)O1	2%
Cn1c(=O)c2c(SCC(=O)NCC3CCCO3)nc(-c3cccs3)nc2n(C)c1=O (stereo not given)	-6%
Cc1ccc(C(=O)C(NC(=O)c2ccco2)Nc2sc3c(c2C(N)=O)CCCC3)cc1 (stereo not given)	-2%
COc1ccc(C2CC(=O)C(C(c3ccc(O)cc3)C3C(=O)CC(c4ccc(OC)cc4)CC3=O)C(=O)C2)cc1 (stereo not given)	-1%
CC1(C)SC2[C@H](NC(=O)C(NC(=O)N3CCNC3=O)c3ccccc3)C(=O)N2C1C(=O)O (stereo not given in full)	0%
CN1CCN(NC(=O)CN2C(=O)/C(=C/c3ccccc3F)SC2=S)CC1	0%
O=C(O)c1cc(-c2c[nH]c3ccccc23)nc2cc3ccccc3cc12	-5%
CCCCC(=O)Nc1cccc(C(C)O)c1 (stereo not given)	0%
O=C(/C=C/c1ccco1)c1ccc(O)cc1	-3%
C#CCOCCOCCOCCNc1nc(N2CCN(C(=O)[C@H](C)n3cc(CCCN=C(N)N)nn3)CC2)nc(N2CCN(C(=O)[C@H](Cc3ccc(O)cc3)n3cc(CCO)nn3)CC2)n1	-6%
